GPR7 antag = antagonists of human GPR7 (neuropeptides B/W receptor 1); P48145; GPR7-expressing cells, fluorescence antagonist assay; inhibition, % at 4.4 µM; 290,000 tested, 1.1% active; AID 1861; in the data active means inhibition above about 16%, passing the limit was not always enough;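 further: cells stimulated with the agonist NPW; 0% = agonist with vehicle and 100% = vehicle without agonist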
Target sequence (P48145 whole entry, looked up): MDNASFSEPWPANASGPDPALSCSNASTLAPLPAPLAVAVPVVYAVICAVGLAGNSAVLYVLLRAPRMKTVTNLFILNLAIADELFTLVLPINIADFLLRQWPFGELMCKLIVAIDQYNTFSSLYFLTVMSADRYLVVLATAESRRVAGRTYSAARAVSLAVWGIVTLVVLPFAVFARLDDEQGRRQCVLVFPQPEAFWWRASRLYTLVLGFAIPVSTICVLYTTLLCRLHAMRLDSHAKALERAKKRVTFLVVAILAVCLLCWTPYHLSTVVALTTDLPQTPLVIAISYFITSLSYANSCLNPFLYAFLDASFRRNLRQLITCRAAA
V1R ag counter = V1a receptor agonism, counter-screen for OXTR agonists; activation, % at 3 µM; P37288; CHO-V1R cells, Fluo-8 calcium fluorescence, agonist mode; 0% DMSO, 100% 3 nM vasopressin; 320,000 tested, 0.25% active; AID 2797;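 active means activation above the mean activation of all tested compounds plus 3 SD, per screening run, cut at about 20% in these data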;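 further: signal is peak over basal fluorescence ratio across a 100 second FLIPR read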
OXTR ag = activates the human oxytocin receptor. P30559. CHO-OTR cells, Fluo-8 calcium fluorescence; normalized: DMSO 0%, oxytocin 100%. activation, % at 3 µM. 320,000 tested, 0.32% active. AID 2435;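 active means activation above the mean of all tested compounds plus 3 SD, cutoff set per screening run, cut at about 20% in these data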;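 further: peak over basal fluorescence ratio from a 100 s FLIPR kinetic read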
Target sequence (P30559 whole entry, looked up): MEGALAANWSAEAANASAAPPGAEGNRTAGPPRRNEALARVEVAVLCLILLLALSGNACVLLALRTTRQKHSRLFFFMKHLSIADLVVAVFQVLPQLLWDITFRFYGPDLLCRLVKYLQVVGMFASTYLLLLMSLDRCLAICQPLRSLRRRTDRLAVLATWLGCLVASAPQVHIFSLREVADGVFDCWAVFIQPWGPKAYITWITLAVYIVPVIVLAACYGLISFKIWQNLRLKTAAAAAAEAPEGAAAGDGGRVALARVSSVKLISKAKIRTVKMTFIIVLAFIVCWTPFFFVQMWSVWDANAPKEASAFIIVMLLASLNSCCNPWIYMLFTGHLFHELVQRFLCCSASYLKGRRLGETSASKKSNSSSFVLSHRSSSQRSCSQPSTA
CHO-K1 Ca ag = M1 agonist counterscreen hit in parental CHO-K1 cells; Fluo-8 calcium fluorescence; scaled to maximal ATP response, vehicle zero; activation, % at 3 µM; 360,000 tested, 0.48% active; AID 602248; in the data active means activation above about 15%;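 further: untransfected CHO-K1 host cells lacking M1 receptor as counterscreen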
CHO parental Ca = counter-screen: ATP calcium response change in parental CHO cells. parental CHO-K1, ATP-induced calcium, Fluo-8 fluorescence. inhibition, % at 5.6 µM. 330,000 tested, 0.63% active. AID 463079;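 active means inhibition above that plate's mean sample inhibition plus 3 SD, cut at about 26% in these data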;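 further: 0% = ATP-challenged DMSO wells and 100% = DMSO wells without ATP; some compounds past the cut are filed as inactive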
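Measured by: calcium-sensitive Fluo-8 fluorescence / Test system: CHO parental line / Controls: ATP-challenged DMSO wells low, unchallenged DMSO wells high / Measure: % inhibition / Compound: single nominal dose of 5.6 µM per compound / Replicates: single well per compound, no replicates / Reagent: ATP as calcium-mobilizing challenge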
CHO-K1 Ca antag = nonselective inhibitor or artifact in parental CHO-K1 cells | 360,000 tested, 0.6% active | inhibition, % at 3 µM | ATP-induced calcium, Fluo-8 fluorescence | AID 602250;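 active means inhibition above a per-plate cutoff, the plate's mean sample inhibition plus 3 SD, cut at about 24% in these data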;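 further: 0% = DMSO plus EC80 ATP and 100% = DMSO alone without ATP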
OXTR potentiator = potentiates the human oxytocin receptor response. P30559. CHO-OTR cells, Fluo-8 calcium fluorescence, potentiator mode; 0% = oxytocin EC15, 100% = EC100. activation, % at 3 µM. 320,000 tested, 0.061% active;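 active means activation above that plate's cutoff, the mean activation of tested compounds plus 3 SD, cut at about 6.6% in these data, passing the limit was not always enough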;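 further: 100% uses oxytocin at 75 nM as the full agonist control; some results filed as inactive read as strong as hits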
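assay system = CHO-OTR cells, human receptor | schedule = compound 6 min at room temperature before oxytocin, 100 s read | detection = Fluo-8 intracellular calcium fluorescence, ex 470-495, em 515-575 nm | evaluation = normalized max/min fluorescence ratio, % activation | control set = EC15 oxytocin alone as 0%, 75 nM oxytocin (EC100) as 100%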
TAAR1 antag = human TAAR1 antagonism | Q96RJ0 | CHO RD-HGA16 TAAR1, Fluo-8 calcium fluorescence, antagonist | inhibition, % at 3 µM | 360,000 tested, 1.5% active;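 active means inhibition above a per-plate cutoff, the mean inhibition of test compounds on that plate plus 3 SD, cut at about 49% in these data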;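 further: 0% = DMSO plus EC80 beta-PEA response and 100% = DMSO alone without agonist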
Target sequence (Q96RJ0 whole entry, looked up): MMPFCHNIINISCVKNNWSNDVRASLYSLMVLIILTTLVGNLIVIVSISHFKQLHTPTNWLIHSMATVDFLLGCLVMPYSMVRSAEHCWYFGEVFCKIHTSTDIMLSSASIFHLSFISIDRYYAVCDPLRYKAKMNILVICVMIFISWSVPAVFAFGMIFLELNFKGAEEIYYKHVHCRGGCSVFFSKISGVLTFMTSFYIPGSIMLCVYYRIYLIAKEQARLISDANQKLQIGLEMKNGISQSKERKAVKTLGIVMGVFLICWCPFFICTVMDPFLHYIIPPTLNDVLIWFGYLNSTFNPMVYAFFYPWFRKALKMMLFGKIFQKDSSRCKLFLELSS
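Test system: hTAAR1-expressing CHO RD-HGA16 cells, Gα16-coupled; Probe or stimulus: EC80 β-phenethylamine stimulus; Compound dosing: single nominal final test compound concentration of 3 µM; Timing: 140 s kinetic read after compound, 140 s after agonist; Signal: Fluo-8 calcium-sensitive fluorescence; Measure: % inhibition of agonist calcium response; Controls: DMSO and EC80 PEA controls.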
M1 PAM parental = nonselective activator or artifact in parental CHO-K1 calcium assay | AID 602247 | activation, % at 3 µM | 360,000 tested, 0.02% active | ATP EC20, Fluo-8 calcium fluorescence; 0% at ATP EC20, 100% at ATP max;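 active means activation above the run cutoff, the mean activation of all test compounds plus 3 SD, cut at about 40% in these data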;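 further: peak over basal fluorescence ratio in a 140 s read after ATP addition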
* hit, by the source's call; x = not tested or not shown.

SMILES	GPR7 antag	V1R ag counter	OXTR ag	CHO-K1 Ca ag	CHO parental Ca	CHO-K1 Ca antag	OXTR potentiator	TAAR1 antag	M1 PAM parental
Cc1nnc(NC(=O)CC(NC(=O)C(F)(F)F)c2ccccc2)s1 (stereo unspecified)	-3	1.3	0.4	-0.4	0	4	-7	-12	0
O=C(CN1C(=O)S/C(=C/c2cccnc2)C1=O)N1CCOCC1	-7	0.3	1.1	0.9	-5	-5	-4	8	21
C(/C=C/c1ccco1)=N/N1CCN(c2ccccc2)CC1	-5	-1.5	-1.7	0.7	-26	-4	-13	-2	12
O=C(Nc1c(C(=O)Nc2ccccc2)cnn1-c1ccccc1)c1ccco1	-1	1.0	0.4	0.8	-5	-7	-7	-14	12
CC(=O)Nc1ccc(S(=O)(=O)N2C3CCCC2CC(NC(=O)C2CCCCC2)C3)cc1 (stereo unspecified)	-9	-0.8	-0.1	0.4	-20	-18	-11	16	4
Nc1ccc(S(=O)(=O)Nc2nccc(/C=C/c3ccc([N+](=O)[O-])cc3)n2)cc1	-9	-0.6	-0.4	1.6	2	-12	-9	-11	0
CN1CCN(C(c2ccccc2)c2ccc(Cl)cc2)CC1 (stereo unspecified)	x	3.3	3.2	1.3	-4	-5	-5	-1	18
Cc1n[nH]c(=S)n1/N=C/c1ccc(-c2ccccc2[N+](=O)[O-])o1	-1	-1.4	-2.4	-0.1	-10	-12	-9	4	8
Cc1ccc(C)c(NC(=O)C2C(c3ccccc3)C2(Cl)Cl)c1 (stereo unspecified)	-14	0.4	-2.0	2.1	-5	-3	-12	20	-5
Cc1ccc(Nc2ncccc2C(=O)O)cc1C	-7	-0.1	0.3	-0.3	-6	-4	-13	-8	11
C[C@H](CO)N1C[C@H](C)[C@@H](CN(C)C(=O)Oc2ccccc2)OCc2cn(nn2)CCCC1=O	x	x	x	-0.2	x	-2	x	-7	-7
Cc1cc(C(=O)Nc2c(C)nn(Cc3c(Cl)cccc3Cl)c2C)no1	-17	1.0	0.1	-0.5	-4	-2	1	-4	-8
O=C(NCc1ccccc1)C1c2ccccc2OCC(=O)N1C1CC1 (stereo unspecified)	x	x	x	0.2	x	1	x	-18	0
C[C@H](CO)N1C[C@H](C)[C@@H](CN(C)Cc2ccncc2)Oc2ccc(NC(=O)Cn3cnnn3)cc2C1=O	x	0.1	-0.2	0.4	7	-11	-7	9	15
CCOc1ccc(NC(=O)COc2ccc(C(=O)NC3CCCc4ccccc43)cc2OC)cc1 (stereo unspecified)	-10	0.4	-1.4	0.1	-4	8	-2	-5	-1
O=C(COC(=O)c1cncc(Br)c1)NCC1CCCO1 (stereo unspecified)	2	0.3	-0.3	-0.3	-4	-9	-10	-4	-8
CSc1ncccc1C(=O)N1CCCC(CCC(=O)NCc2ccccc2F)C1 (stereo unspecified)	-12	1.2	0.4	2.7	-7	-6	-1	6	24
CCCCCn1c(NCc2ccco2)nc2ccccc21	3	0.3	0.0	0.8	-6	1	-3	-21	14
O=C(Cn1ccc([N+](=O)[O-])n1)N1CCCCC1	4	-0.5	0.7	0.1	9	2	0	-1	-14
CC1CCCCN1Cc1nc2ccccc2c(=O)[nH]1 (stereo unspecified)	-3	-0.6	0.2	-0.2	-2	1	-2	1	3
Cc1cc(=O)[nH]c(SCc2ccc(Cl)cc2Cl)n1	-8	3.2	14	3.6	-1	-10	2	-24	9
CCSc1ncc(Cl)c(C(=O)Nc2ccccc2Cl)n1	-5	-1.4	-2.3	1.8	-38	-16	-2	-6	4
Cn1c(SCC(=O)NCc2ccco2)nnc1-c1ccccc1	15	0.0	0.8	0.4	-16	-8	-5	0	18
CC(OC(=O)c1ccccc1N1C(=O)C2C3CCC(C3)C2C1=O)C(=O)c1ccccc1 (stereo unspecified)	-7	-0.5	-1.4	2.8	-23	15	-9	10	-13
O=C(C1CCC(CNc2nc(=S)[nH]c3ccccc23)CC1)N1CCN(c2ccc(F)cc2)CC1 (stereo unspecified)	-5	x	x	-0.4	x	-2	x	-26	-10
CS(=O)(=O)C1=NSC2=NC(=O)/C(=C\c3cccn3-c3ccccc3Cl)C(=N)N21	-16	0.4	-1.0	0.3	-14	-7	-6	21	24
COc1ccccc1CC(=O)NC12CC3CC(CC(C3)C1)C2	-14	-1.0	-2.5	0.6	-6	-1	-4	-4	-5
Cc1ccc(C(CC(=O)NCc2ccco2)c2ccccc2)c(O)c1 (stereo unspecified)	1	-0.8	-0.6	1.4	-12	-5	-7	6	12
O=C(COc1ccc(Cl)cc1)Nc1ccc(CN2CCOCC2)cc1	x	6.9	2.5	1.3	0	9	-15	13	-17
COc1ccc(OCCOCCN2CCN(C)CC2)cc1	-13	2.6	-0.1	0.2	-3	0	-2	-5	11

Reprinted at random: 2 entries already listed.
SMILES	GPR7 antag	V1R ag counter	OXTR ag	CHO-K1 Ca ag	CHO parental Ca	CHO-K1 Ca antag	OXTR potentiator	TAAR1 antag	M1 PAM parental
COc1ccccc1CC(=O)NC12CC3CC(CC(C3)C1)C2	-14	-1.0	-2.5	0.6	-6	-1	-4	-4	-5
CS(=O)(=O)C1=NSC2=NC(=O)/C(=C\c3cccn3-c3ccccc3Cl)C(=N)N21	-16	0.4	-1.0	0.3	-14	-7	-6	21	24

Continuation:
SMILES	GPR7 antag	V1R ag counter	OXTR ag	CHO-K1 Ca ag	CHO parental Ca	CHO-K1 Ca antag	OXTR potentiator	TAAR1 antag	M1 PAM parental
CCCCn1c(O)c(/C=C2\C=Nc3ccccc32)c(=O)[nH]c1=O	33	1.6	2.6	0.6	-3	0	-8	16	0
Cc1cc(C)c(S(=O)(=O)c2ccccc2)c(OC(=O)c2c(Cl)cc(Cl)cc2Cl)n1	-24	0.6	-0.8	0.5	-1	-10	-15	-12	17
O=C1CCCC2=C1C(c1cccs1)n1nc(SCc3ccccc3)nc1N2 (stereo unspecified)	4	-1.3	-1.0	1.4	-8	7	-5	10	4
O=C(CSc1ncn[nH]1)Nc1nc(-c2cccc([N+](=O)[O-])c2)cs1	-1	7.3	7.0	9.1	30*	-8	-8	26	13
COc1ccc(Cc2nc3ccc(C(=O)N(C)CCn4ccnc4)cc3o2)cc1OC	-7	0.9	0.5	0.7	-8	-6	-9	-10	-13
Cc1ccc2c([N+](=O)[O-])cccc2n1	-4	-0.6	-0.9	-0.2	4	-1	-3	-8	8
CSC[C@H]1CN(Cc2ccccc2)C(=O)[C@@H]1CC(=O)Nc1ccc(Br)cc1	x	x	x	0.6	x	-12	x	-10	19
CCn1cc([N+](=O)[O-])c(C(=O)Nc2cc(C)on2)n1	0	1.4	0.1	0.7	3	-3	-10	-9	13
CC(C)N1CCC1(C)C(=O)Nc1nc2ccccc2[nH]1 (stereo unspecified)	x	x	x	0.0	x	7	x	9	7
CC1CCN(c2nc(CN3CCCCC3)nc3scc(-c4ccccc4)c23)CC1	23*	1.7	-1.5	1.9	-17	-13	-5	-12	18
Cc1onc(-c2c(Cl)cccc2Cl)c1C(=O)N1CCSCC1	-10	4.4	-0.9	0.3	-16	4	-7	5	-13
Cc1ccc(S(=O)(=O)NC(=O)c2ccc(-c3ccc(-c4ccccc4)cc3)o2)c(C)c1	-6	1.1	-2.2	x	-12	x	-5	x	x
CC(C)(C)c1ccc(C(=O)N2CCC2(C)C(=O)NS(=O)(=O)c2ccccc2Cl)cc1 (stereo unspecified)	x	x	x	0.0	x	-7	x	1	6
CCOc1ccc(NC(=O)Nc2cccnc2)cc1	-9	-0.1	0.1	1.3	-3	-13	-11	-19	22
COc1ccc(CCNC(=O)Cn2c([N+](=O)[O-])cnc2C)cc1OC	-1	0.0	-0.5	1.6	-12	-10	-17	-7	-9
CCOCCCNC(=O)C(NC(=O)c1ccc(NC(C)=O)cc1)c1ccc(C)cc1 (stereo unspecified)	1	0.1	0.5	0.7	-6	0	-1	16	8
COc1ccc(CNC(=O)N2[C@H]3CC[C@@H]2C=C(c2ccc(F)cc2OCc2ccccc2)C3)cc1OC	x	x	x	0.1	x	-2	x	49*	9
Cc1cc(C)n2nc(Sc3ncccc3[N+](=O)[O-])nc2n1	-9	0.1	0.4	4.3	-1	-5	1	-6	-5
COc1cc(C(F)(F)F)c(C(=O)NCc2cccc(Cl)c2)cn1	-6	0.0	-1.8	0.8	-10	-15	-1	-11	15
CC/C(C)=N/Oc1nc(C)cc(C)n1	2	1.1	1.5	4.6	-8	6	2	-2	-8
O=C1C(c2ccc(F)cc2)N(CC2COc3ccccc3O2)C(=O)CN1C1CCCCC1 (stereo unspecified)	-4	-1.4	-1.9	0.4	-16	-8	-5	3	17
Cc1ccc2c(Cl)c(C(=O)N/N=C/c3cccn3C)sc2c1	-13	0.6	0.3	-0.1	-14	0	-8	-5	-7
O=C(CCNS(=O)(=O)c1cccc2nsnc12)NCc1cccs1	-6	-1.0	-0.4	0.3	-7	-19	-8	-5	-16
O=C(CC(CC(=O)c1ccccc1)c1ccccn1)c1ccccc1	x	x	x	2.1	x	-17	x	-7	11
COc1ccc(CNC(=O)CCS(=O)(=O)c2ccc(Br)cc2)cc1	-8	-0.2	-1.0	-0.3	-14	17	-8	-14	-15
Cc1ccc(SCC(=O)Nc2nncs2)cc1	x	-1.6	-1.1	0.3	-6	13	1	-2	-18
CCOc1ccc(CN2CCN(Cc3c(C)nn(CC)c3C)CC2CCO)cc1 (stereo unspecified)	-1	-1.4	2.8	-0.3	-17	-9	-6	0	-5
CN(Cc1ccccc1F)C(=O)c1cccc(NC(=O)CC2SC(N3CCCCC3)=NC2=O)c1 (stereo unspecified)	x	x	x	-0.3	x	2	x	2	-9
COc1ccccc1OCC(=O)N1CCN(S(=O)(=O)c2ccc(Cl)cc2)CC1	x	x	x	1.0	x	-13	x	-40	-5
COc1cc(C(=O)NCC(C)C)c([N+](=O)[O-])cc1OC	-1	-0.6	-0.1	0.2	3	-2	-5	-7	6
CCOC(=O)CC(NC(=O)c1cccc2c1C(=O)N(Cc1cccnc1)C2)c1ccc(OCC)c(OC)c1 (stereo unspecified)	-16	0.0	-0.9	0.8	-20	-19	-4	1	10
CC(=O)Oc1ccc2c3c(c(=O)oc2c1)CCCC3	-16	-0.1	-1.4	0.1	-7	-7	-1	-7	7
Cc1nc2sc(C(c3ccc(Cl)cc3)N3CCN(C(=O)c4ccco4)CC3)c(O)n2n1 (stereo unspecified)	-14	-0.1	0.1	-0.1	-12	0	-7	14	11
